Screening data deposited in PubChem by several laboratories.
EP2 modulator – EP2 receptor modulators, cAMP readout, primary screen, cell-based, HTRF cAMP, PGE2 stimulation | Prostaglandin E2 receptor EP2 subtype (Homo sapiens), P43116 | EP2-expressing cells, cAMP HTRF FRET, PGE2 co-stimulation | induction, % at 25 µM | 260,000 compounds, 0.83% hits | AID 940, 2007;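 active = compounds whose cAMP rise, as percent of the full-agonist control response, exceeds 60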;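 note: rat C6 glioma line stably carrying human EP2 under a CMV promoter; the protocol text gives 20 µM as final concentration; 100% = response of wells given 1 µM PGE2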
TRPML3 ag – human TRPML3 channel agonists, primary screen, cell-based, HEK293 TRPML3-YFP, Fluo-8 calcium fluorescence, 3 µM; Mucolipin-3 (Homo sapiens), Q8TDD5; activation, % at 3 µM; 220,000 compounds, 0.29% hits; AID 1448, 2008; 100% = the carbachol control signal;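 active = activation above its plate's cutoff, the mean activation of the plate's test wells plus 3 SD, cut at about 12% in these data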;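 note: 0% = DMSO only wells and 100% = carbachol wells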
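Test system – HEK293 line with stable expression of human TRPML3-YFP channel · Control set – carbachol 87 µM final as high control (100%), DMSO as low control (0%) · Signal – Fluo-8 calcium dye fluorescence, ex 470-495, em 515-575 nm · Incubation – 1-h 37 °C dye load, 5-s basal, 120-s post-compound reads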
BaF3 tox – parental Ba/F3 cell viability inhibition, counter-screen for JAK2V617F inhibitor project, murine pro-B, CellTiter-Glo luminescence. CellTiter-Glo ATP luminescence. inhibition, % at 5.6 µM. AID 1486, 2009. 220,000 compounds, 1.1% hits;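 active = inhibition above a per-campaign cutoff, the mean inhibition of all tested compounds plus 3 SD, cut at about 27% in these data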;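 note: 0% = DMSO wells and 100% = JAK Inhibitor I control wells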
S1P4 antag – S1P4 receptor antagonists, primary screen, cell-based. Sphingosine 1-phosphate receptor 4 (Homo sapiens), O95977. S1P4-expressing cells, antagonist mode, reporter read-out. inhibition, % at 4.98 µM. 220,000 compounds, 0.26% hits; in the data active = inhibition above about 29%;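 note: 0% = wells stimulated with agonist and 100% = vehicle wells without agonist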
Ba/F3 V617F tox – reduced viability of JAK2V617F-dependent Ba/F3 cells, primary screen, JAK2V617F inhibitor project, cell-based, Ba/F3 EpoR-JAK2V617F, luminescence; 220,000 compounds, 1.1% hits; ATP luminescence; inhibition, % at 5.6 µM;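 active = inhibition above the campaign mean plus 3 SD over all tested compounds, cut at about 24% in these data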;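 note: cytokine-independent growth of Ba/F3 cells driven by EpoR plus mutant JAK2; 0% = DMSO-treated cells and 100% = JAK inhibitor I control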
S1P4 agonist – S1P4 receptor agonists, primary screen, cell-based. Sphingosine 1-phosphate receptor 4 (Homo sapiens), O95977. S1P4-expressing cell line, agonist reporter assay. activation, % at 4.98 µM. 220,000 compounds, 0.35% hits. AID 1509, 2009; in the data active = activation above about 11%;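 note: 0% = DMSO vehicle and 100% = reference agonist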
zfTRPN1 agonist – zebrafish TRPN1 channel agonists, primary screen, cell-based, HEK293, calcium fluorescence | HEK293 zebrafish TRPN1-YFP, Fluo-8 calcium fluorescence; 100% = response to 87 µM carbachol | activation, % at 3 µM | 220,000 compounds, 0.18% hits | AID 1424, 2008;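 active = activation above its plate's cutoff, the mean activation of test wells on that plate plus 3 SD, cut at about 19% in these data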;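 note: 0% = DMSO alone and 100% = 87 µM carbachol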
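System: zebrafish TRPN1-YFP in HEK293 cells / Dosing: 3 µM single point / Timing: dye loading 1 h at 37 °C, then 30 min room temperature / Signal: Fluo-8 calcium fluorescence, excitation 470-495 nm, emission 515-575 nm / Read-out basis: percent activation from peak over basal fluorescence ratio, control-normalized / Control set: high carbachol 87 µM, low DMSO alone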
PERK inhibitor – block of dimerizer-induced PERK translation repression, primary screen, PERK inhibitor project, CHO PERK-DD cells, SEAP luminescence, HTS. Eukaryotic translation initiation factor 2-alpha kinase 3 (Homo sapiens), Q9NZJ5. CHO PERK-DD fusion, SEAP luminescence translation reporter. inhibition, % at 5.6 µM. 220,000 compounds, 0.17% hits. AID 1416, 2008;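 active = inhibition above the mean inhibition of all tested compounds plus 3 SD, set separately per screening campaign, cut at about 2.9% in these data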;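 note: PERK kinase domain activated by AP20187 dimerizer at 100 nM; 0% = DMSO with dimerizer and 100% = rapamycin at 8.4 µM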
Target sequence (Q9NZJ5 whole entry, looked up, the tested form may be a part): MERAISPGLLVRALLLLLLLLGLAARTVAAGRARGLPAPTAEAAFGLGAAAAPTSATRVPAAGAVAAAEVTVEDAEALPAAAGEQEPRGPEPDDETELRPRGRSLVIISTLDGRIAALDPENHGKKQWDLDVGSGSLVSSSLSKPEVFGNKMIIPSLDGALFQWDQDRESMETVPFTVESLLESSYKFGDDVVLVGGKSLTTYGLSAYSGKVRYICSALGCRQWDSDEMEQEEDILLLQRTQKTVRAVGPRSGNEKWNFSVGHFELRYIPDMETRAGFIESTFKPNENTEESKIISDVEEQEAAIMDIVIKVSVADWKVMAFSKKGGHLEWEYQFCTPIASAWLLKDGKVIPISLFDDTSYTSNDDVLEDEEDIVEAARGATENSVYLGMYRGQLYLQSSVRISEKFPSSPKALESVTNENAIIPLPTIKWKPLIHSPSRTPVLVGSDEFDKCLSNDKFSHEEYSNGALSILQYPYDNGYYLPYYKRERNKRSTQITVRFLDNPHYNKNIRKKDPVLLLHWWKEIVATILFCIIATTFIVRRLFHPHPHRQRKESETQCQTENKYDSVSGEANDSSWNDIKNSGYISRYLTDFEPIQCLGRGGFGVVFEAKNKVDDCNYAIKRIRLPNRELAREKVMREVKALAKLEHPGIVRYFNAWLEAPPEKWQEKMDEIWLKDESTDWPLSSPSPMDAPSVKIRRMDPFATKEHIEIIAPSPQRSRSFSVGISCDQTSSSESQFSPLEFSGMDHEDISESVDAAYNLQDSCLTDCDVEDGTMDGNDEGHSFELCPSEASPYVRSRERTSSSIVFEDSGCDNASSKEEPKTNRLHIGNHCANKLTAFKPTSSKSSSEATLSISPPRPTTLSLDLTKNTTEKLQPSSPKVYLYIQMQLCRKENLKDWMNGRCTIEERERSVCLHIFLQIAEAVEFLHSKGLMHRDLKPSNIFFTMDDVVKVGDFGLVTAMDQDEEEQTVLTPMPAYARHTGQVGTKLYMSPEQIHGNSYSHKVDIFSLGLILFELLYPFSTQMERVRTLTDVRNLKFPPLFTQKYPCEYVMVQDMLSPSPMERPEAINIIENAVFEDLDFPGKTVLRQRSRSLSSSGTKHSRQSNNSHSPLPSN
m-calpain inh – inhibitors of pig calpain II, primary screen, biochemical, fluorogenic peptide substrate, 1536-well; purified calpain II, 30 min; inhibition, % at 16 µM; 220,000 compounds, 0.37% hits;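 active = inhibition above about 50%, limit read from the data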
The depositor's hits bear a star; i = inactive; . = not tested or not shown; & = joins results of further samples. Compounds were not picked by outcome (roughly 3.6% active in at least one column).

SMILES	EP2 modulator	TRPML3 ag	BaF3 tox	S1P4 antag	Ba/F3 V617F tox	S1P4 agonist	zfTRPN1 agonist	PERK inhibitor	m-calpain inh
CCn1c(-c2cccn(Cc3ccc(Cl)cc3Cl)c2=O)n[nH]c1=S	26	1.0	7	-8	1	-0.2	0.6	0.4	-7
Cc1ccc2cc(CN(Cc3cccs3)Cc3nnnn3CC3CCCO3)c(=O)[nH]c2c1C (configuration not stated)	30	0.5	0	-24	-3	-1.4	0.0	-0.2	-5
O=C(CN1C(=O)NC2(CCCCCCC2)C1=O)NCc1cccs1	5	0.3	-1	-3	-5	-3.2	1.5	0.4	4
CC(C)C[C@H](NC(=O)Nc1cccc(Cl)c1)C(=O)O	25	0.4	7	-8	-1	1.1	0.0	-0.2	-2
CS(=O)(=O)NN1C(=O)c2ccccc2NC1c1cc2ccccc2nc1Cl (configuration not stated)	13	-0.1	6	-18	-2	1.7	-0.2	-0.5	-5
C/C(=N\Nc1ccc([N+](=O)[O-])cc1)c1ccco1	-15	0.7	1	4	-4	2.6	0.6	1.5	9
Cc1ccc(-c2cc(C(F)F)n3ncc(C(=O)NCc4ccco4)c3n2)cc1	4	0.2	-1	-11	-1	2.3	0.6	-0.1	-151
O=c1cc(O)c2c(=O)n(-c3ccccc3)c3c(c2o1)CCCCCC3	5	0.7	4	-12	-1	-0.2	1.6	-0.2	-6
O=C(O)c1ccc(CSc2nc3ccccc3o2)cc1	13	0.2	2	-6	3	1.0	-0.2	0.3	8
CC(C(=O)N1CCOCC1)(c1ccccc1)c1ccccc1	18	1.6	3	-1	-4	1.1	-1.0	-0.6	9
O=C(NCCc1ccccc1)C(=O)NCC1OCCN1S(=O)(=O)c1ccc(Cl)cc1 (configuration not stated)	-18	0.9	1	0	-3	-0.4	1.4	0.4	24
C=CC(C)n1c(Br)nc2c1c(=O)[nH]c(=O)n2C (configuration not stated)	-5	0.3	6	-14	2	-0.4	0.8	1.7	6
COc1cc(/C=C/C(=O)OCC(=O)Nc2ccc(NC(C)=O)cc2)cc(S(=O)(=O)N2CCc3ccccc32)c1OC	-7	0.5	11	-12	0	1.1	0.6	0.7	-72
Cc1cc(C)n(-c2ccc(C(=O)Nc3ccc4c(c3)OCCO4)cc2)n1	13	1.2	1	-5	2	0.3	1.9	-0.8	30
CCOC(=O)N1CCN(CC(=O)N2CCC(C(N)=O)CC2)CC1	5	1.3	4	-3	-4	3.0	2.3	-0.1	-15
CCOc1ccccc1NC(=O)C1CCCN(C(=O)Nc2ccccc2)C1 (configuration not stated)	16	0.1	1	-4	-1	1.8	-0.6	0.2	-17
Cc1ccc([N+](=O)[O-])cc1N=Nc1c(-c2ccc([N+](=O)[O-])cc2)[nH]n(C(N)=S)c1=O	-60	-0.1	0	21	-2	-0.1	-0.9	0.9	-57
Cc1ccc(OCCSCc2nnc(NC(=O)Nc3cccc(Cl)c3)s2)cc1	-56	0.5	3	-17	-2	0.7	1.7	0.9	-23
C(=N\N(c1ccccc1)c1ccccc1)/c1ccc(N2CCOCC2)s1	13	0.7	5	5	0	0.6	-0.8	0.1	-13
NS(=O)(=O)c1cccc(NC(=O)CN2CCc3ccccc32)c1	-7	0.2	5	-24	3	-0.4	-0.9	0.4	-111
Cc1cc(C)c(NC(=O)NC(=O)c2ccc(F)cc2)c(C)n1	10	1.0	4	-32	-1	-1.5	1.2	-1.2	-3
O=C(CSc1cccc2cccc(Cl)c12)OCC(=O)N1CCN(C(=O)c2ccco2)CC1	46	-0.5	1	7	-6	-2.5	-1.1	0.9	-32
CCOC(=O)c1sc(NC(=O)CSc2n[nH]c(C)n2)nc1C	21	0.9	7	4	1	-0.8	1.4	1.4	-1
CCN(CC(=O)Nc1ccc(C)c(F)c1)CC(=O)NC(C)C	-31	1.2	4	-2	-1	1.1	1.2	0.2	31
CCCCCSc1nnc(-c2ccccc2N)c(=O)[nH]1	17	1.0	3	-10	-3	0.8	0.7	1.3	12
CCC(=NCCc1c(C)[nH]c2ccc(OC(F)(F)F)cc12)C1=C(O)CC(c2ccccc2)CC1=O (configuration not stated)	-17	1.2	4	24	-1	0.9	0.9	0.4	6
O=C(COc1ncnc2sccc12)N1CCN(C(=O)c2ccco2)CC1	9	0.4	4	-22	-2	1.5	1.3	1.1	-101
Cc1ccc(NCC(=O)N/N=C\c2ccc[nH]2)cc1	5	0.5	-5	3	1	-0.4	1.9	-0.1	21
Cc1cc(OCC(=O)N2CCCC2)cc(C)c1Cl	-12	0.3	6	-6	2	1.4	1.0	-0.5	-8
CCOC(=O)C1CCN(C(=O)C2CCN(S(=O)(=O)N3CCCC3)CC2)CC1	-1	0.3	5	-4	5	0.7	0.8	0.3	15
CCC12C(=O)C(CC)(C(c3ccccc3)=C1c1ccccc1)[C@@H]1C(=O)N(c3ccccc3)C(=O)C12 (some centres not stated)	15	0.8	2	-11	3	-0.3	0.0	0.1	-9
O=C(NNc1c2ccccc2nc2ccccc12)c1ccc(O)cc1	-19	-0.4	65*	-12	49*	4.3	-0.1	0.3	5
CC(C)CNS(=O)(=O)c1ccc(OCC(=O)Nc2ccc(F)cc2F)cc1	-40	-0.5	3	0	0	1.3	-0.8	1.2	-12
O=C(c1cnccn1)N1CCN(S(=O)(=O)c2ccc3ccccc3c2)CC1	-9	-0.1	5	-18	2	0.3	1.2	-1.5	13
CCOC(=O)c1[nH]c(C)c(C(=O)NC2CCCCCC2)c1C	-17	0.0	-3	-12	-2	0.1	0.2	0.9	4
Cc1ccc2c(c1)nnn2C1CCN(S(=O)(=O)c2ccc(C(=O)N3CC(C)CC(C)C3)cc2)CC1 (configuration not stated)	-22	0.1	7	-8	1	-1.1	0.4	-0.2	51*
Cc1ccc(OC(=O)c2ccc3nc(C)sc3c2)cc1	-7	0.4	3	-7	2	1.2	0.0	-0.4	-12
Cc1ccc(C(=O)Nc2cccnc2N2CCN(C)CC2)cc1	15	0.1	2	-11	3	-0.1	1.5	0.4	16
O=C1CSC(c2cccc([N+](=O)[O-])c2)N1c1ccccc1 (configuration not stated)	19	-0.6	6	3	0	1.1	-1.9	0.5	23
COc1cc(/C=N/N(C)C)ccc1OC(=O)c1cccs1	-3	-0.3	3	-7	-3	-2.5	0.3	0.2	18
Cc1nn(-c2ccccc2)c(N2CCCC2)c1/C=C1\N=C(c2ccccc2)OC1=O	30	0.9	6	-7	3	0.5	0.7	0.9	-17
Cc1sc2ncnc(OCC(=O)NC(C)C)c2c1C	-2	0.6	7	-4	1	0.3	2.1	-0.5	8
C=CCNC(=S)NS(=O)(=O)c1cccs1	14	1.5	12	1	-1	-1.0	-0.2	-0.1	-4
Cc1cc(C)c2[nH]c(=O)c(C(c3nnnn3CC3CCCO3)N3CCC(C)CC3)cc2c1 (configuration not stated)	31&3	0.2	4	-50	-3	0.2	0.0	0.1	-15
CC(=O)N1CCN(Cc2cc(=O)n3cc(Cl)c(C)c(Cl)c3n2)CC1	19	1.0	10	-9	1	-1.1	1.1	-0.1	-33
Cc1c(C)c2cc(Cl)c(O)c(CN3CCCCC3)c2oc1=O	16	0.8	1	-4	-1	2.2	0.4	-0.6	i
Nc1ccccc1NC1=CC(=O)CC(c2ccco2)C1 (configuration not stated)	-10	0.3	3	-2	0	-2.4	1.9	0.2	-2
Cc1cc(F)ccc1NCc1cccnc1	6	-0.3	0	-3	0	0.2	0.2	-0.9	-7

Overlap with the part before: 2 entries; new compounds follow.
SMILES	EP2 modulator	TRPML3 ag	BaF3 tox	S1P4 antag	Ba/F3 V617F tox	S1P4 agonist	zfTRPN1 agonist	PERK inhibitor	m-calpain inh
Nc1ccccc1NC1=CC(=O)CC(c2ccco2)C1 (configuration not stated)	-10	0.3	3	-2	0	-2.4	1.9	0.2	-2
Cc1cc(F)ccc1NCc1cccnc1	6	-0.3	0	-3	0	0.2	0.2	-0.9	-7
Cc1ccc2ncnc(NCCCN3CCOCC3)c2c1	-13	0.4	3	-23	0	0.1	0.7	-0.3	-5
Fc1ccc(CNC(=S)NC2CCCCC2)cc1	-21	1.3	6	-2	1	-1.2	0.5	0.2	-8
CCSC1=N/C(=C\c2cccnc2)C(=O)N1c1ccccc1	26	-1.1	3	-27	-2	-0.1	-2.2	-0.7	-4
CC(C)(C)C1CCC(OCC(O)CN2CCN(Cc3ccccc3)CC2)CC1 (configuration not stated)	21	1.3	5	-9	-1	-0.6	1.3	0.5	-1
CCCn1nc(C(=O)NCCc2ccc(S(N)(=O)=O)cc2)c2ccccc2c1=O	-3	1.4	1	4	-5	-1.3	2.2	0.9	-6
COC(=O)[C@@]1(Cc2ccc(OC)cc2)[C@H]2c3cc(C(=O)N4CCCC4)n(CCn4cc([N+](=O)[O-])nc4C)c3C[C@H]2CN1C(=O)c1ccccc1	27	0.7	5	3	-2	0.6	1.5	-0.4	-67
Nc1ccc(C(=O)OCC(=O)N2c3ccccc3Sc3ccccc32)cc1[N+](=O)[O-]	34	0.6	2	-18	-2	1.6	1.2	0.9	-49
N/N=C(\c1ccccc1)C12CN3CN(CN(C3)C1)C2	12	0.5	0	-2	-4	-0.5	-1.1	0.9	-1
COc1ccc(CNC(=O)C(C)NC(=O)c2cc3ccccc3o2)cc1 (configuration not stated)	5	0.1	3	-20	0	1.6	-0.2	-1.0	-54
COC(=O)Cn1c(C)c(C(C)=O)c(C(C)=O)c1C	7	0.0	1	-8	-3	1.1	0.1	0.5	12
CN(NC(=O)c1ccco1)c1nc2ccccc2nc1C(F)(F)F	-4	0.2	5	-5	-2	2.2	-0.6	0.5	5
COc1cccc(C2C(C(C)=O)=C(O)C(=O)N2CCNCCO)c1 (configuration not stated)	-4&18	0.5	9	-6	-1	0.1	0.2	0.7	-8
CC(=O)C1=C(O)C(=O)N(c2cccnc2)C1c1cccc([N+](=O)[O-])c1 (configuration not stated)	6	-0.4	1	-19	4	1.8	-0.3	-1.3	6
Cc1cnc(C(=O)Nc2cccc3ncccc23)cn1	.	0.8	13	-24	-3	0.1	1.0	1.2	.
Cc1cccc(CN(C(=S)Nc2c(C)cccc2C)c2cccnc2)c1	0	1.0	-1	-25	102*	18*	0.1	-0.3	15
O=C(Cc1ccccc1)NNC1CC(=O)N(c2ccc(Br)cc2)C1=O (configuration not stated)	-6	0.2	4	-11	1	0.4	1.0	1.0	19
CC(C(=O)Oc1ccc2c(c1)OCO2)N1C(=O)c2ccccc2C1=O (configuration not stated)	7	0.1	3	-3	-5	0.9	0.0	1.4	9
